High-throughput results: PubChem, several laboratories
IMP-1 inhibitor = blocks Pseudomonas aeruginosa IMP-1 metallo-beta-lactamase; 290,000 compounds, 0.45% hits; purified IMP-1, nitrocefin hydrolysis, epi-absorbance fluorescence; inhibition, % at 5.6 µM;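 active = inhibition above the mean plus 3 SD of all compounds in the same screening run, cut at about 4.5% in these data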;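 also: 0% = IMP-1 with DMSO and 100% = DMSO wells lacking enzyme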
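system = purified recombinant IMP-1 beta-lactamase | amount = 0.2 nM IMP-1, as dispensed | medium = HEPES buffer pH 7.1 with ZnSO4 and Brij 35 | times = 25 °C, 15 min preincubation, 25 min reaction | detection = plate fluorescence quenching by hydrolysis product, ex 480/em 530 nm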
NALP1 inh = blocks the NALP1 inflammasome reconstituted in yeast; inhibition, % at 10 µM; 280,000 compounds, 0.61% hits; S. cerevisiae NALP1/ASC/caspase-1 growth, X-gal OD620, 72 h; in the data active = inhibition mostly above about 24%, no sharp cut-off; inactive = mostly below about 32%; also: some compounds called inactive have numbers as strong as hits
GPR7 antag = human neuropeptides B/W receptor 1 antagonism; P48145; GPR7-expressing cells, fluorescence antagonist assay; inhibition, % at 4.4 µM; 290,000 compounds, 1.1% hits; in the data active = inhibition above about 16%, passing the limit was not always enough;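 also: cells stimulated with the agonist NPW; 0% = agonist with vehicle and 100% = vehicle without agonist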
Target sequence (P48145 whole entry, looked up): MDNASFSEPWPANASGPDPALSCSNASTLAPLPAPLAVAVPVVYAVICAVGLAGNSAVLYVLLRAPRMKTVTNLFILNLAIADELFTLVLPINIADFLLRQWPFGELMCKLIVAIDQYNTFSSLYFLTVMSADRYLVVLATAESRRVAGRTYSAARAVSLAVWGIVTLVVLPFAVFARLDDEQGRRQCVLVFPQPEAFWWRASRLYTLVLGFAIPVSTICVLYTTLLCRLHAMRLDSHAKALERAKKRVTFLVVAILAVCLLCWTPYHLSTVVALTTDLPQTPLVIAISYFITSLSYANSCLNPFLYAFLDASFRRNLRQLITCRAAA
PHOSPHO1 block = inhibitors of human PHOSPHO1 phosphatase; AID 1565; Q8TCT1; 290,000 compounds, 1.1% hits; inhibition, % at 13.3 µM; recombinant PHOSPHO1, absorbance phosphatase assay; in the data active = inhibition above about 60%
Target sequence (Q8TCT1 whole entry, looked up): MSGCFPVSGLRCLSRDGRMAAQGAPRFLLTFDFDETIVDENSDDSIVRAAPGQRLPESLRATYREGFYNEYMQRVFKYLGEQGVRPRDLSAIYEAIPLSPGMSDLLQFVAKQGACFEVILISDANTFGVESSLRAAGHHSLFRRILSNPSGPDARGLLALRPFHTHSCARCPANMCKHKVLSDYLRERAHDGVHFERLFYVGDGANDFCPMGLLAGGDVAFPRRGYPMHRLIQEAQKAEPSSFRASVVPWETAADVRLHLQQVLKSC
IDE cell activ = IDE (human) activation, cell-based; HEK cells, FAbeta-B cleavage, fluorescence polarization; 0% vehicle, 100% cell-free pure enzyme wells; 340,000 compounds, 0.073% hits; activation, % at 5.96 µM;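 active = activation above the mean of all tested compounds plus 3 SD, set per screening campaign, cut at about 17% in these data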
M18AAP inhibitor = PfM18AAP enzyme inhibition; recombinant PfM18AAP, H-Glu-NHMec fluorogenic cleavage; 290,000 compounds, 1.2% hits; AID 1822; inhibition, % at 7.35 µM;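 active = inhibition above the campaign mean inhibition over all tested compounds plus 3 SD, cut at about 28% in these data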;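 also: 0% = plate median of test compound wells and 100% = 2 mM ZnCl2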
p-CIP stab down = p/CIP protein destabilization; Q05BA5; F442A p/CIP-EGFP cells, EGFP fluorescence, 16 h; decrease of EGFP signal, % at 10 µM; 290,000 compounds, 0.01% hits; AID 1984;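 active = EGFP signal decrease of at least 30% at 10 µM or well 3 SD below plate mean, unless failing retest; inactive = the rest, including hits failing retest or dose response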; also: some compounds called inactive have numbers as strong as hits; many of its hits are not listed in these tables
IDE cell inh = inhibits human insulin-degrading enzyme in HEK cells; 320,000 compounds, 0.41% hits; AID 434962; FAbetaB cleavage, fluorescence polarization; inhibition, % at 5.59 µM;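 active = percent inhibition above the average of all tested compounds plus 3 SD, set per screening campaign, cut at about 16% in these data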;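 also: IDE supplied by intact live HEK cells; FP after avidin binding of uncleaved biotin substrate so inhibition keeps polarization high; 0% = DMSO wells and 100% = 60 µM reference IDE inhibitor Ii1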
VIM-2 inh = blocks Pseudomonas aeruginosa VIM-2 metallo-beta-lactamase | inhibition, % at 5.6 µM | 290,000 compounds, 0.89% hits | AID 1527 | purified VIM-2, nitrocefin hydrolysis, epi-absorbance fluorescence;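 active = inhibition above the mean of all tested compounds plus 3 SD, cutoff set per screening run, cut at about 7.5% in these data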;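 also: red hydrolysis product quenches plate fluorescence so inhibitors raise well fluorescence; 0% = enzyme with DMSO and 100% = DMSO without enzyme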
Numbers without * were called inactive; · = not tested or not shown. No enrichment for hits; 5.3% or so of the library scored in one or more.

SMILES	IMP-1 inhibitor	NALP1 inh	GPR7 antag	PHOSPHO1 block	IDE cell activ	M18AAP inhibitor	p-CIP stab down	IDE cell inh	VIM-2 inh
CC(C)[C@H](CO)Nc1nc(Nc2ccc(Cl)c(C(=O)O)c2)c2ncn(C(C)C)c2n1	·	·	·	30	-3	·	-12	1	·
COc1cccc(/C=N\NC(=O)c2sc(N)nc2C)c1OC	0.3	12	2	1	-2	-4	-2	2	-1.0
CC(=O)Nc1c(C(=O)N2CCN(c3ccccn3)CC2)cnn1-c1ccc(C)cc1	-2.1	22	-8	-11	-2	3	-4	2	-4.1
CCC(C)(c1nnnn1-c1c(C)cccc1C)N(N=O)c1ccccc1Cl (configuration not stated)	-1.4	19	2	7	2	-6	-2	-2	-2.4
O=C(O)c1cnc(-c2ccccc2)nc1Oc1ccccc1	-2.6	-2	-3	52	8	2	7	4	-1.6
NNC(=O)CS(=O)(=O)c1ccc(Cl)cc1	0.4	17	4	33	1	4	3	-2	-2.0
O=C(CSc1nnc(-c2c[nH]c3ccccc23)o1)c1ccccc1	-2.7	-8	-8	-56	1	9	3	-1	-3.8
CC(C)(C)OC(=O)N[C@@H](Cc1ccccc1)C(=O)N1CCC(C(=O)N[C@@H](CCC(N)=O)C(=O)O)CC1	-1.6	31	3	33	-2	1	-10	0	-0.3
CCSc1nnc(NC(=O)C2CC=CCC2C(=O)O)s1 (configuration not stated)	-0.4	-3	5	20	-4	9	-7	-2	6.9
Cc1ccc2c(c1)N(C(=O)CCC(=O)N1CCC(C(N)=O)CC1)CCO2	-4.7	13	1	23	-1	1	-1	3	-3.8
O=C(Nc1cccc(F)c1)c1ccc(CSc2ccccc2)o1	-3.7	54	7	-13	4	-11	-7	3	-2.5
Cc1ccc(CSc2nnc(C)c(=O)[nH]2)cc1	-1.4	7	-7	-10	4	-1	-2	2	-0.4
Cc1oc(-c2ccccc2)nc1C(=O)OCC(=O)NC(=O)NCC(C)C	-7.4	11	-3	18	4	-4	-4	-2	-2.6
O=C(c1cccc(S(=O)(=O)NCCOc2ccccc2)c1)N1CCN(c2ncccn2)CC1	-2.8	15	-9	-25	-3	2	-12	7	-3.4
NC(=O)Cn1c(S(=O)(=O)Cc2ccccc2)nc2ccccc21	0.3	·	-7	·	5	-1	·	4	-2.3
O=C1CC(N2CCC(C(=O)N3CCCCC3)CC2)C(=O)N1 (configuration not stated)	-3.5	-6	-10	-4	-1	-4	-10	4	-4.8
CCNc1ccc(S(=O)(=O)N(C)C)cc1NCC(=O)Nc1ccccc1F	-2.0	20	-4	-12	0	22	-5	1	-1.9
CC(=O)c1csc(Nc2ccccc2Cl)n1	1.3	14	-14	37	1	-3	0	-3	0.3
COc1ccc(-c2nc(CS(=O)(=O)CC(=O)Nc3ccc(Cl)cc3)c(C)o2)cc1	-0.8	17	-3	-30	0	0	-28	5	0.5
Cc1ccc(CN2CCC(CO)(CC3CCCCO3)CC2)o1 (configuration not stated)	0.8	-2	0	37	-1	-3	-7	1	-2.2
O=C(c1cccc(F)c1)N(Cc1nc2ccccc2c(=O)[nH]1)C1CCCC1	-0.5	9	-1	26	-3	0	-8	-1	-5.5
CCc1ccc(-c2cc(C)no2)cc1S(=O)(=O)N1CCOc2ccc(C)cc21	-1.3	18	-10	24	5	0	4	8	-2.8
COc1ccc(C(CC(=O)NCc2ccco2)c2ccc(F)cc2)cc1 (configuration not stated)	-2.5	-10	-6	14	-2	-7	-4	-1	-1.4
COC(=O)c1ccccc1NC(=O)CSc1ccccn1	-4.3	0	-5	1	4	-4	0	2	-3.7
N#CCC(=O)N/N=C1\CCCCC1C1CCCCC1 (configuration not stated)	-1.4	-10	-2	6	6	44*	6	1	-2.2

Next records follow:
SMILES	IMP-1 inhibitor	NALP1 inh	GPR7 antag	PHOSPHO1 block	IDE cell activ	M18AAP inhibitor	p-CIP stab down	IDE cell inh	VIM-2 inh
Cc1ncoc1C(=O)N1CCCC(CCC(=O)NCc2ccccc2F)C1 (configuration not stated)	-0.5	7	-8	35	3	-6	0	-2	1.2
O=[N+]([O-])c1ccc(Oc2ccc(F)cc2Br)c2ccncc12	0.3	9	8	0	1	-8	-8	-2	-0.2
CC(C)OC(=O)CSc1nc2cccnc2n1-c1ccc(F)cc1	-3.7	22	-4	38	3	-10	-5	-4	-1.7
CCOC(=O)C1CCCN(c2ccc(NC(=O)c3snc4c(=O)[nH]c(C)nc34)cc2)C1 (configuration not stated)	-3.1	29	-5	43	2	-2	-8	0	-1.8
C=CCn1cccc(C(=O)Nc2ccc(OC)c(OC)c2)c1=O	-3.5	6	-6	49	·	-18	0	4	1.6
Cc1c(CC(=O)NCCCC(=O)O)c(=O)oc2cc3occ(-c4ccccc4)c3cc12	-4.0	0	11	31	2	2	-3	3	0.3
COc1ccc(N(CC(=O)NCCSCc2cccc(Cl)c2)S(C)(=O)=O)cc1Cl	-2.6	9	-3	19	1	0	-1	-6	-2.1
COc1cc(NC(=O)COC(=O)/C=C/c2c(C)nn(-c3ccc(F)cc3)c2Cl)cc(OC)c1	0.5	9	-2	-1	-6	-4	5	-1	0.7
CC(C)NC(=O)N1CCC(c2nc3ccccc3s2)CC1	-3.2	16	-4	28	1	5	-2	4	-0.2
O=C(CCCn1c(=O)oc2ccccc21)Nc1cccnc1	-0.5	17	2	3	1	11	12	2	-0.7
CS(=O)(=O)Oc1ccc2c(c1)O/C(=C\c1cccc([N+](=O)[O-])c1)C2=O	-2.2	-18	-2	·	5	2	-27	·	0.3
CCOC(=O)N1CCC2(CC1)CC(=O)c1c(ccc3oc(C(=O)O)c(C)c13)O2	-3.4	40	-1	-14	-5	1	-4	1	-6.2
[O-][n+]1onc2c1CCc1nnccc1-2	1.8	-3	-7	-36	6	1	-8	-2	-3.0
O=C(O)CCn1c(=O)n(CCC(=O)O)c(=O)n(CCC(=O)O)c1=O	-0.7	9	1	53	-4	-2	-10	2	-2.6
COc1ccccc1C1=Nn2c(COc3ccccc3)nnc2SC1	-1.3	10	10	-14	·	9	-13	0	-0.6
COC(=O)c1oc2ccc(Br)cc2c1NC(=O)c1ccccc1	-2.5	22	-7	-56	-2	0	1	-6	-1.7
CCCNS(=O)(=O)c1ccc(Oc2ncc(C(F)(F)F)cc2Cl)cc1	-2.5	24	-4	18	-2	-1	-8	-5	-3.4
O=C(Nc1ccc(Nc2ccccc2)cc1)C(Cl)(Cl)Cl	-1.8	36	4	3	2	3	-4	-1	3.1
COc1ccc(OC)c(C=Nc2ccccc2-c2nc3ccccc3[nH]2)c1	1.8	24	-3	-4	2	4	1	-1	2.3
COCCOC1CCN(C(=O)c2ccc(OC)c(OC3CCN(C(C)C)CC3)c2)CC1	-1.4	11	-14	20	4	-4	-2	0	-0.7
O=C(NNC(=O)c1ccc2c(c1)OCO2)NC1CCCCC1	-3.1	16	-4	30	7	30*	1	1	-3.7
CCCC1(C(=O)OCC)NC(c2ccc(N(C)C)cc2)C2C(=O)N(c3ccc4c(c3)OCCO4)C(=O)C21 (configuration not stated)	-3.2	11	-11	16	3	5	-13	-1	-3.2
Oc1c(Br)cc(Br)cc1CNc1cccc2cccnc12	16*	8	-6	24	-2	33*	-3	0	2.6
CCOC(=O)c1c(C)[nH]c(C)c1C(=O)CSc1ncccn1	-7.2	-7	-9	11	2	-11	-5	1	-4.9
NS(=O)(=O)c1ccc(CNS(=O)(=O)c2cccc3nonc23)cc1	-3.5	·	-2	22	·	3	-6	0	-2.4

11 consecutive entries already listed, for reference:
SMILES	IMP-1 inhibitor	NALP1 inh	GPR7 antag	PHOSPHO1 block	IDE cell activ	M18AAP inhibitor	p-CIP stab down	IDE cell inh	VIM-2 inh
Cc1ncoc1C(=O)N1CCCC(CCC(=O)NCc2ccccc2F)C1 (configuration not stated)	-0.5	7	-8	35	3	-6	0	-2	1.2
O=[N+]([O-])c1ccc(Oc2ccc(F)cc2Br)c2ccncc12	0.3	9	8	0	1	-8	-8	-2	-0.2
CC(C)OC(=O)CSc1nc2cccnc2n1-c1ccc(F)cc1	-3.7	22	-4	38	3	-10	-5	-4	-1.7
CCOC(=O)C1CCCN(c2ccc(NC(=O)c3snc4c(=O)[nH]c(C)nc34)cc2)C1 (configuration not stated)	-3.1	29	-5	43	2	-2	-8	0	-1.8
C=CCn1cccc(C(=O)Nc2ccc(OC)c(OC)c2)c1=O	-3.5	6	-6	49	·	-18	0	4	1.6
Cc1c(CC(=O)NCCCC(=O)O)c(=O)oc2cc3occ(-c4ccccc4)c3cc12	-4.0	0	11	31	2	2	-3	3	0.3
COc1ccc(N(CC(=O)NCCSCc2cccc(Cl)c2)S(C)(=O)=O)cc1Cl	-2.6	9	-3	19	1	0	-1	-6	-2.1
COc1cc(NC(=O)COC(=O)/C=C/c2c(C)nn(-c3ccc(F)cc3)c2Cl)cc(OC)c1	0.5	9	-2	-1	-6	-4	5	-1	0.7
CC(C)NC(=O)N1CCC(c2nc3ccccc3s2)CC1	-3.2	16	-4	28	1	5	-2	4	-0.2
O=C(CCCn1c(=O)oc2ccccc21)Nc1cccnc1	-0.5	17	2	3	1	11	12	2	-0.7
CS(=O)(=O)Oc1ccc2c(c1)O/C(=C\c1cccc([N+](=O)[O-])c1)C2=O	-2.2	-18	-2	·	5	2	-27	·	0.3

Returning to the listing with the 2 entries that preceded the break.
SMILES	IMP-1 inhibitor	NALP1 inh	GPR7 antag	PHOSPHO1 block	IDE cell activ	M18AAP inhibitor	p-CIP stab down	IDE cell inh	VIM-2 inh
CCOC(=O)c1c(C)[nH]c(C)c1C(=O)CSc1ncccn1	-7.2	-7	-9	11	2	-11	-5	1	-4.9
NS(=O)(=O)c1ccc(CNS(=O)(=O)c2cccc3nonc23)cc1	-3.5	·	-2	22	·	3	-6	0	-2.4
COC(=O)c1sc(=S)n(-c2ccc(Cl)cc2)c1C	-1.0	3	9	-2	6	-4	-20	7	-3.3
C=C1CCN([C@@H](C)C(=O)NCc2ccc(Cl)cc2)S(=O)(=O)c2ccccc21	·	0	·	31	4	·	-9	6	·
CCC(C)NC(=O)CCCCCn1c(=O)[nH]c2cc(OC)c(OC)cc2c1=O (configuration not stated)	-0.5	2	-5	20	4	0	-3	-1	0.6
O=[N+]([O-])c1cc(S(=O)(=O)Nc2ccccc2)ccc1NCc1cccnc1	-0.6	12	7	17	-1	-2	1	7	-0.4
C=CCOC(=O)C1=C(C)NC(=O)NC1c1ccc(Cl)cc1 (configuration not stated)	-5.0	-10	-11	3	0	13	1	2	-3.9
COc1ccc(CC(NC(C)=O)C(=O)NC2CCN(S(=O)(=O)c3ccc(NC(C)=O)cc3)CC2)cc1OC (configuration not stated)	-2.9	16	0	-3	·	-1	-8	-3	-2.3
O=C(CSc1ncnc2ccccc12)c1ccc2c(c1)OCCO2	-2.3	30	-14	-9	-2	2	-3	3	-0.7
